BL2 CD40 inh – CD40 pathway inhibition in BL2 cells; AID 1053188; BL2 NF-kB luciferase reporter, CD40L-induced, 4 h; actives 0.94% (n = 83,000); inhibition, % at 10 µM;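 active means mean inhibition of at least 50% with a set share of replicates also reaching that level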;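 further: 0% = neutral control wells and 100% = IKK inhibitor VII at 50 µM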
Starred values were filed as active, the others as inactive; & = joins results of further samples; [ ] = dose if it differs, or a comment. Some of the compounds tested; count on the stated rates, not on these rows.

SMILES | BL2 CD40 inh
O=C(NC1CCCCC1)C1Cc2ccccc2CN1S(=O)(=O)c1ccc(F)cc1 (stereo not drawn) | 15
O=C(O)c1cc(OCc2ccccc2)cc(OCc2ccccc2)c1 | -2
O=C(NCc1cnc2ccccn12)C1CCC(=O)N(Cc2cccc(F)c2)C1 (stereo not drawn) | 6
Cc1onc(-c2ccccc2)c1-c1nc2ccccc2c(=O)o1 | 56*
Cc1ccc(S(=O)(=O)N(C)c2ccc(C(=O)N3CCOCC3)cc2)cc1 | 0
CCOC(=O)c1cc([N+](=O)[O-])cc([N+](=O)[O-])c1Sc1ncnc2nc[nH]c12 | 39
Nc1ccc(N=Nc2ccccc2)cc1[N+](=O)[O-] | -94
Cc1ccc(S(=O)(=O)Nc2ccc(NC(=O)CN3CCCCC3)cc2)cc1 | -6
O=C(Cc1c(F)cccc1Cl)Nc1nc2ccccc2s1 | -63
COC(=O)c1cc(C)sc1NC(=O)c1cccnc1 | -1
Cc1ccc(S(=O)(=O)NCCC(=O)Nc2nccs2)cc1 | -2
O=C(NC[C@@H]1N[C@@H](CO)[C@H]1c1ccccc1)C1CCC1 | -5[25 µM]
Cc1cc(C(F)F)n2nc(C(=O)Nc3sc4c(c3C#N)CCC4)nc2n1 | 11
CC1CCCC(C)N1c1nnc(N)s1 (stereo not drawn) | 25
CO[C@H]1CN(C)C(=O)c2cc(NS(=O)(=O)c3ccc(Cl)cc3)ccc2OC[C@H](C)N(C(=O)NC(C)C)C[C@@H]1C | 4[25 µM]
CN1C(=O)c2cc(NC(=O)Cc3cccs3)ccc2OC[C@H]2O[C@H](CC(=O)NCCc3ccncc3)CC[C@H]21 | -9[25 µM]
COc1cccc(OCCn2cc(C(=O)c3ccco3)c3ccccc32)c1 | 3
CCc1noc(C)c1C(=O)Nc1ccccc1N1CCOCC1 | -14
Cc1ccn2c(=O)nc(SCC(=O)NC3CCCCC3)nc2c1 | -15
COC(=O)c1nc(N)sc1C | 10
COc1ccc(CC(=O)Nc2ccc(N3CCOCC3)cc2)cc1OC | 3
CCn1cc(CN2CCCC(CNS(=O)(=O)Cc3ccccc3)C2)cn1 (stereo not drawn) | 19
Cc1ccc(C(=O)OCC(=O)NC(C)c2ccccc2)s1 (stereo not drawn) | 5
COc1ccc(NC(=O)Nc2ccc(C(=O)N3CCOCC3)cc2)cc1 | 5
COC(=O)Cn1ccc2cc(S(=O)(=O)N3CCCCC3)ccc21 | -3
COC(=O)NCc1cccc(CNC(=O)OC)c1 | -1
CCOC(=O)c1c(C)oc2cc(Br)c(OCC(N)=O)cc12 | 3
O=C(Nc1cnn(Cc2ccc(Cl)cc2)c1)c1cnccn1 | -10
O=C(Nc1cccc(OCC(=O)N2CCOCC2)c1)c1cccc([N+](=O)[O-])c1 | 7
CSc1ccc(S(=O)(=O)NCC(=O)OCC(=O)NCc2cccs2)cc1[N+](=O)[O-] | 2
CCCC(=O)N1CCC2(CC1)CN(Cc1ccc(Cl)cc1)[C@H](CO)c1[nH]c3cc(OC)ccc3c12 | 20[25 µM]
CC(C)(C)N(Cc1ccccc1)C(=O)COC(=O)CN1C(=O)NC2(CCCC2)C1=O | 5
Cn1ncc(C#N)c1NC(=O)c1nn2cccnc2c1Cl | 8
CN(C)/C=C\C(=C/C(=O)C(F)(F)F)Nc1ccccc1Oc1ccccc1 | 1
COc1ccc(CNC(=O)C[C@H]2CC[C@@H](NC(=O)CN(C)C)[C@@H](CO)O2)cc1 | 1[25 µM]
CCN1CCN(c2ncnc3c2nnn3Cc2ccccc2)CC1 | -2
CCOc1ccc(CCNC(=O)C2CC(=O)N(c3ccccc3OCC)C2)cc1OCC (stereo not drawn) | -5
CC(=O)n1c(=O)oc2ccccc21 | 15
CC(C)(C)NC(=O)CN(C(=O)CN1C(=O)C(=O)c2ccccc21)C(C)(C)C | 8
O=C(O)CC(CC(=O)Nc1ccc2ccccc2n1)c1ccccc1 (stereo not drawn) | 2
O=C(COC(=O)C1CCN(c2ccc(C(F)(F)F)cn2)CC1)c1ccccc1 | -2
COc1ccc(S(=O)(=O)N2CCOC23CCN(S(=O)(=O)c2cccs2)CC3)cc1 | -1
O=C(COC(=O)c1ccc(Cl)c(S(=O)(=O)N2CCCC2)c1)NCc1ccccc1 | 4
COc1ccc(S(=O)(=O)Nc2nc3ccccc3nc2NCC2CCCO2)cc1 (stereo not drawn) | 6
CCCCCC/C(=N\NS(C)(=O)=O)c1ccccc1 | -14
O=C(CN1C(=O)C2CCCCC2C1=O)Nc1cccc(C(F)(F)F)c1 (stereo not drawn) | -7
CCCC#Cc1ccc([C@H]2[C@@H](CO)N(C(=O)C3CCC3)[C@H]2C#N)cc1 | 10
O=C(NCc1ccccn1)c1ccc2ccccc2n1 | -10
Cn1cnc(S(=O)(=O)N2[C@@H]3CNC[C@H]2C3c2ccc(-c3cccnc3)cc2)c1 (stereo partly drawn) | -3&7[25 µM]
CN(CC(=O)Nc1cccc(F)c1)CC(=O)Nc1ccccc1Oc1ccccc1 | 0
O=S1(=O)c2cccc3cccc(c23)N1Cc1nnc(-c2ccccc2Br)o1 | 8
O=C1NC(c2ccccc2)C(c2ccccc2)N1 (stereo not drawn) | 17
c1ccc(-c2nc(NC3CCCC3)c3ccccc3n2)cc1 | 5
CCOc1ccc2oc(C(=O)O)c(C)c2c1 | -22
C/C(N)=C(/C#N)C(=O)CSc1nnc(SCc2ccc(Cl)cc2)s1 | -23
COC(=O)C(CCSC)NC(=O)CNC(=O)C1CCCCC1 (stereo not drawn) | -5
CC(=O)Oc1ccc2occ(-c3ccccc3)c2c1 | -62
COc1ccc(NS(=O)(=O)c2ccc(Oc3cccc(C(=O)O)c3)cc2)cc1 | 6
COc1ccccc1CNC(=O)CCCN1C(=O)NC2(CCCC2)C1=O | 13
COc1cccc(-n2nc3c(-n4ncc(C#N)c4N)nnc(C)c3c2C)c1 | 28

Additional results follow.
SMILES | BL2 CD40 inh
O=C(C[C@@H]1C[C@@H]2c3cc(NC(=O)NC4CCCC4)ccc3O[C@@H]2[C@H](CO)O1)NCc1cccnc1 | -3
O=C(CNc1cccc2ccccc12)N/N=C/C=C/c1ccco1 | 10
CCN(CC(=O)NCC(=O)Nc1ccc(Br)cc1C)Cc1ccccc1 | 1
O=C(CN1C(=O)c2ccccc2S1(=O)=O)NC1CCCCCC1 | -2
Cc1ccsc1C(=O)NNC(=O)c1csc(N2CCOCC2)n1 | -2
O=C(C1CCC1)N1CC(=O)N2[C@H](CO)[C@H](c3ccc(Br)cc3)[C@H]2C1 | 1[25 µM]
CO[C@@H]1CN(C)C(=O)c2cc(NC(=O)C3CCCC3)ccc2OC[C@@H](C)NC[C@@H]1C | -2
C/C=C/c1ccc([C@@H]2[C@@H](CN(C)C(=O)CN(C)C)N(C(=O)C3CC3)[C@H]2CO)cc1 | 8
CNC[C@H]1Oc2ncc(-c3cncnc3)cc2C(=O)N([C@H](C)CO)C[C@@H]1C | -1[25 µM]
COC(=O)c1sc(-c2ccccc2)cc1NC(C)=O | -1
O=C(Cn1c(=O)oc2cccnc21)Nc1ccc(C(F)(F)F)cc1 | 38
CCCNC(=O)N1[C@H](CO)[C@H](c2ccc(C3=CCCCC3)cc2)[C@@H]1CNC(C)C | 10
CCOC(=O)c1ccccc1NC(=O)COC(=O)CCNS(=O)(=O)c1cccs1 | 6
CCC(=O)N1CC2(CCN(C(=O)Nc3ccccc3F)CC2)c2c([nH]c3cc(OC)ccc23)[C@H]1CO | 15[25 µM]
O=C(NC1C=CS(=O)(=O)C1)c1sc2ccccc2c1Cl (stereo not drawn) | -5
NS(=O)(=O)c1ccc(N2CCN(C(=O)C3COc4ccccc4O3)CC2)nc1 (stereo not drawn) | 3
CCn1c(NC(=O)C(C)C)c2ccccc2nc1=O | 7
O=C(NCc1ccccc1)c1cccc(COc2ccccc2Cl)c1 | -89
O=C(Cc1ccc(NS(=O)(=O)c2ccc(F)cc2)cc1)NCc1cccnc1 | 17
CC(C)CN(C(=O)CC(C)c1ccccc1)c1c(N)n(Cc2ccccc2)c(=O)[nH]c1=O (stereo not drawn) | -3

Next part, starting with the last two of the part before.
SMILES | BL2 CD40 inh
O=C(Cc1ccc(NS(=O)(=O)c2ccc(F)cc2)cc1)NCc1cccnc1 | 17
CC(C)CN(C(=O)CC(C)c1ccccc1)c1c(N)n(Cc2ccccc2)c(=O)[nH]c1=O (stereo not drawn) | -3
Cc1ccsc1C(=O)N[C@@H](C)c1nnc2ccccn12 | 0
COc1cc(NC(=O)c2ccccc2)c(OC)cc1NC(=O)CN1C(=O)NC2(CCCCC2C)C1=O (stereo not drawn) | 8
Cc1ccc(C(=O)N2CCN(c3ccc(C(F)(F)F)cn3)CC2)o1 | 4
Cc1cc(C(=O)OCC(=O)Nc2c(Cl)cccc2C(F)(F)F)c(C)o1 | 11
COC(=O)c1ccc(CSc2nc3ccccc3c(=O)n2Cc2ccco2)o1 | 6
Cc1cc(OCCOCCNC(C)C)cc(C)c1Cl | 6
CCN(CC)c1ccc(NC(=O)COC(=O)c2cccs2)cc1 | -39
Cc1ccccc1-c1nc(CN(Cc2c(C)nn(C)c2C)C2CC2)c(C)o1 | 9
Cc1ccc(S(=O)(=O)N2CCCCC2)cc1C(=O)NCc1ccc(S(N)(=O)=O)cc1 | 2
CCCCc1n[nH]c(=S)n1Cc1ccccc1 | -13
CC(=O)OCCn1c(Br)nc2c1c(=O)[nH]c(=O)n2C | 5
O=S1(=O)CCN(Cc2ccccc2C(F)(F)F)CC1 | 9
CCCN1[C@@H]2c3ccc(-c4ccc(F)cc4)c(=O)n3C[C@H]1[C@H](CO)[C@H]2C(=O)NCC1CC1 | 2[25 µM]
CC(C)(C)NC(=O)COc1ccccc1C#N | 7
OC(c1ccc(Cl)cc1)c1ncc(-c2ccc(Oc3ccccc3)cc2)[nH]1 (stereo not drawn) | 4
COc1ccc(S(=O)(=O)N(C)C[C@@H]2OCCCC[C@@H](C)Oc3ccc(NC(=O)Nc4ccc(F)cc4)cc3C(=O)N([C@H](C)CO)C[C@@H]2C)cc1 | -4
CCCC(C)c1nnc(NC(=O)C(=O)OCC)s1 (stereo not drawn) | 8
Cc1ccc(-n2nnc3c(=O)n(CC(=O)N4CCC(C)CC4)cnc32)cc1 | 3&1
N#C[C@H]1[C@H](c2ccc(C#CC3CCCC3)cc2)[C@@H](CO)N1C(=O)Nc1ccc(F)cc1 | 29
CCS(=O)(=O)n1nc(-c2ccccc2)nc1SC | -36
C[C@@H]1CN([C@@H](C)CO)C(=O)c2ccccc2-c2ccccc2CO[C@H]1CN(C)C(=O)NC1CCCCC1 | -3[25 µM]
C[C@@H]1CN([C@H](C)CO)C(=O)CCCn2nncc2CO[C@@H]1CN(C)Cc1cccc2c1OCCCO2 | 9[25 µM]
NS(=O)(=O)c1ccc(CNC(=O)Cc2ccc(S(=O)(=O)N3CCOCC3)s2)cc1 | 7
C/C=C/c1ccc([C@H]2[C@@H](CO)N(S(C)(=O)=O)[C@@H]2CN(CCC)C(C)=O)cc1 | -5[25 µM]
CCOC(=O)/C=C/S(=O)(=O)c1ccc(NC(C)=O)cc1 | 110*
CC(=O)NCc1ccc(S(=O)(=O)N2CCN(S(=O)(=O)c3ccc4ccccc4c3)CC2)cc1 | 3
CCCNC(=O)[C@H]1[C@H](CO)[C@H]2Cn3c(ccc(-c4cncnc4)c3=O)[C@@H]1N2C(=O)Nc1ccccc1 | 3[25 µM]
Cc1[nH]c2ccccc2c1CCC(N)=O | -11
COCCNC(=O)c1c(C)cc(C)cc1C | 6
COc1cccc(-c2nnc3sc(-c4cccs4)nn23)c1 | -50
CCn1cnc2c1c(=O)n(CC(=O)Nc1cc(C)on1)c(=O)n2Cc1ccccc1 | 6
Cc1ccc2c(c1)nc(NCCO)n2C | -3
COc1cccc(NC(=O)CN(C)C(=O)c2ccc(COc3ccccc3)o2)c1 | 1
C/C=C/c1ccc([C@@H]2[C@H](CO)N(Cc3cncnc3)C23CN(C(=O)COC)C3)cc1 | -9[25 µM]
Cc1cc(C)c2c3c(cn2n1)c(=O)n(C)c(=O)n3C | 1
COCCNc1nc(Oc2ccc(CC(=O)OC)cc2)c2sc(-c3ccccc3)cc2n1 | -12
O=C(CCS(=O)(=O)c1ccc(Cl)cc1)Nc1nnc(-c2ccco2)o1 | -2
COc1ccc(-c2nnc(SCC(=O)N(C)C3CCS(=O)(=O)C3)n2CC(C)C)cc1 (stereo not drawn) | -1

Another view of some results above.
BL2 CD40 inh	Structure
9[25 µM]	C[C@@H]1CN([C@H](C)CO)C(=O)CCCn2nncc2CO[C@@H]1CN(C)Cc1cccc2c1OCCCO2
7	NS(=O)(=O)c1ccc(CNC(=O)Cc2ccc(S(=O)(=O)N3CCOCC3)s2)cc1
-5[25 µM]	C/C=C/c1ccc([C@H]2[C@@H](CO)N(S(C)(=O)=O)[C@@H]2CN(CCC)C(C)=O)cc1
110*	CCOC(=O)/C=C/S(=O)(=O)c1ccc(NC(C)=O)cc1
3	CC(=O)NCc1ccc(S(=O)(=O)N2CCN(S(=O)(=O)c3ccc4ccccc4c3)CC2)cc1
3[25 µM]	CCCNC(=O)[C@H]1[C@H](CO)[C@H]2Cn3c(ccc(-c4cncnc4)c3=O)[C@@H]1N2C(=O)Nc1ccccc1
-11	Cc1[nH]c2ccccc2c1CCC(N)=O
6	COCCNC(=O)c1c(C)cc(C)cc1C
-50	COc1cccc(-c2nnc3sc(-c4cccs4)nn23)c1
6	CCn1cnc2c1c(=O)n(CC(=O)Nc1cc(C)on1)c(=O)n2Cc1ccccc1
-3	Cc1ccc2c(c1)nc(NCCO)n2C
1	COc1cccc(NC(=O)CN(C)C(=O)c2ccc(COc3ccccc3)o2)c1
-9[25 µM]	C/C=C/c1ccc([C@@H]2[C@H](CO)N(Cc3cncnc3)C23CN(C(=O)COC)C3)cc1
1	Cc1cc(C)c2c3c(cn2n1)c(=O)n(C)c(=O)n3C
-12	COCCNc1nc(Oc2ccc(CC(=O)OC)cc2)c2sc(-c3ccccc3)cc2n1
-2	O=C(CCS(=O)(=O)c1ccc(Cl)cc1)Nc1nnc(-c2ccco2)o1
-1	COc1ccc(-c2nnc(SCC(=O)N(C)C3CCS(=O)(=O)C3)n2CC(C)C)cc1 (stereo not drawn)

Source: PubChem BioAssay (Broad Institute)
